Efflux pump mplx = blocks antifungal efflux pumps in multiplex yeast assay | AID 485275 | S. cerevisiae Candida pump triplex, Nile Red efflux | inhibition, % at 10 µM | 330,000 tested, 0.44% active;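 active = plate passing quality check with inhibition over a set limit, or well fluorescence over plate mean plus 4 SD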;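 also: Nile Red retained in pooled yeast measured as flow cytometry median fluorescence; 0% = buffer negative control and 100% = Enniatin B positive control; higher means more Nile Red kept so more efflux inhibition; some compounds called inactive have numbers as strong as hits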
Fh CTSL1 inh = cathepsin L1 inhibition, PFM18AAP counter-screen | 300,000 tested, 0.49% active | inhibition, % at 5.96 µM | recombinant F. hepatica cathepsin L1, Z-Leu-Arg-MCA fluorescence;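 active = inhibition above the mean of all tested compounds plus 3 SD, set per screening campaign, cut at about 17% in these data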;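 also: 0% = plate median of test compound wells and 100% = 1 µM Z-Phe-Ala-diazomethylketone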
PP5 primary = inhibitors of human protein phosphatase 5 (PP5). purified PP5c, OMFP substrate fluorescence. inhibition, % at 6.7 µM. 320,000 tested, 0.18% active. AID 1987;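 active = inhibition above the campaign's mean inhibition across all tested compounds plus 3 SD, cut at about 9.5% in these data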;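 also: 0% = DMSO only and 100% = 100 µM cantharidin control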
Target sequence (P53041 whole entry, looked up): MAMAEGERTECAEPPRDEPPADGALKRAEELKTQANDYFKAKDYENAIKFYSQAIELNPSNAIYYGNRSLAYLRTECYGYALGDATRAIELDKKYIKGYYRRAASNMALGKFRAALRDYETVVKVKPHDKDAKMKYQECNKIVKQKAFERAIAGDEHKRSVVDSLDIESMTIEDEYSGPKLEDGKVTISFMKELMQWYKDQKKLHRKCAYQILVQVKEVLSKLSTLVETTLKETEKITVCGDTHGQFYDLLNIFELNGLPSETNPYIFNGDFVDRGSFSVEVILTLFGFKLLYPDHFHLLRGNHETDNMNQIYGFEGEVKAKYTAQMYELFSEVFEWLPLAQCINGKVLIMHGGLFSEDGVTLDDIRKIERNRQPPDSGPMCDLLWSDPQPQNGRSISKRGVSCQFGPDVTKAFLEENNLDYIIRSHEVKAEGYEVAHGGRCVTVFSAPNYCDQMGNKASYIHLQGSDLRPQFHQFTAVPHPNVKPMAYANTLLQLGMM
JMJD2C inh = inhibitors of human GASC-1 (JMJD2C) demethylase; 330,000 tested, 0.069% active; GST-JMJD2C(1-420) H3K9me3 demethylation, DELFIA europium; AID 2099; inhibition, % at 2.35 µM;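 active = more than half of a compound's replicate wells show inhibition beyond 50%, single wells judged on their own value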;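 also: signal counts dimethyl H3K9 product captured on neutravidin plate; 0% = median of DMSO wells and 100% = 0.3 times that DMSO median; strong numbers were not always called active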
PP1 counter = PP1-alpha (human) inhibition in PP5 counter-screen; purified PP1alpha, OMFP fluorescence; 320,000 tested, 0.9% active; P62136; inhibition, % at 6.7 µM;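 active = inhibition above the mean inhibition of all tested compounds plus 3 SD, computed separately for each screening campaign, cut at about 15% in these data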
Target sequence (P62136 whole entry, looked up): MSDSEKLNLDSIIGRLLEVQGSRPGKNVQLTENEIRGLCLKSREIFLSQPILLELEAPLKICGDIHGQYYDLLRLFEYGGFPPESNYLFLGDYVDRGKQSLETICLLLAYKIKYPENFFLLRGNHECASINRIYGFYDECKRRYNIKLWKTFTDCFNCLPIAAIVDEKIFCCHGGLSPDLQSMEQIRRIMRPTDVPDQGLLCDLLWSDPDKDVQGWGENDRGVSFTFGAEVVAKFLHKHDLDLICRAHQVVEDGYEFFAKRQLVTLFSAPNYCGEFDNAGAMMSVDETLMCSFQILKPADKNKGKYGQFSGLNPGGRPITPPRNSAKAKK
PREPL inhibitor = human PREPL enzyme inhibition. recombinant PREPL, fluorescence polarization activity-based probe. 320,000 tested, 0.68% active. Q4J6C6. inhibition, % at 5.96 µM; in the data active = inhibition above about 43%;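 also: 0% = enzyme with DMSO and 100% = wells lacking enzyme; many of its hits are not listed in these tables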
HCV core dimer = blocks dimerization of HCV core protein. inhibition, % at 5 µM. TR-FRET GST/Flag-core106 dimerization, 1536-well. 300,000 tested, 0.33% active;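 active = inhibition above the mean of all tested compounds plus 3 SD, set per screening campaign, cut at about 45% in these data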
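assay system = GST-tagged and Flag-tagged HCV core protein residues 1-106 | controls = unlabelled core106 and no-GST-core106 wells | incubation = compound-protein-antibody incubation 4 h at 22.5 °C | probe or stimulus = Eu donor and XL665 acceptor anti-tag antibodies | read-out = % inhibition based on acceptor/donor emission ratio | signal = TR-FRET 671 and 617 nm emission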
TPT1 inh = blocks Candida albicans tRNA 2'-phosphotransferase; inhibition, % at 5 µM; 300,000 tested, 0.81% active; AID 1962; recombinant caTPT1, FP RNA substrate dephosphorylation;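 active = inhibition above the mean of all tested compounds plus 3 SD, set per screening campaign, cut at about 24% in these data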;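 also: plate controls were DMSO alone for no effect and ferristatin control at 100 nM for full effect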
LYPLA2 counter = LYPLA2 (human) inhibition in PME1 counter-screen | 320,000 tested, 0.38% active | inhibition, % at 5.9 µM | O95372 | recombinant LYPLA2, FP-Rh probe fluorescence polarization;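 active = inhibition above the screen-wide mean plus 3 SD, limit set per campaign, cut at about 26% in these data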;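 also: 0% = LYPLA2 with DMSO and 100% = wells lacking LYPLA2 enzyme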
Target sequence (O95372 whole entry, looked up): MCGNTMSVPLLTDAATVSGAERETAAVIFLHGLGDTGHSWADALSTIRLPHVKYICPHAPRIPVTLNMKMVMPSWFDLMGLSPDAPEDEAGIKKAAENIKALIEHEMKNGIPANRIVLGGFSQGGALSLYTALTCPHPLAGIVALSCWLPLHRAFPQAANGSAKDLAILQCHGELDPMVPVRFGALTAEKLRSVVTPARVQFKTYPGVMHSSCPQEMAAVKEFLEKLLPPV
Starred values were filed as active, the others as inactive; & = joins results of further samples.

COc1ccc(OC)c(/C=N/N2CCN(c3ccc(Cl)cc3)CC2)c1 was read as Efflux pump mplx -0.2, Fh CTSL1 inh 1, PP5 primary -0.3, JMJD2C inh -9, PP1 counter 0, PREPL inhibitor 8, HCV core dimer -14, TPT1 inh -4 and LYPLA2 counter 7.
Screening Cc1cc2ncn(C3CC(=O)N(C)C3=O)c2cc1C (stereo not given) returned Efflux pump mplx 0.1, Fh CTSL1 inh -2, PP5 primary -0.8, JMJD2C inh -12, PP1 counter -2, PREPL inhibitor 4, HCV core dimer -4, TPT1 inh 2 and LYPLA2 counter -6.
Screening Cc1cccc(NC(=O)c2cc(-c3cc(Cl)ccc3O)n[nH]2)c1 returned Efflux pump mplx -0.2, Fh CTSL1 inh 3, PP5 primary 1.2, JMJD2C inh -8, PP1 counter 2, PREPL inhibitor 15, HCV core dimer 0, TPT1 inh -4 and LYPLA2 counter -3.
CSc1ccc(S(=O)(=O)NCCSC(C)(C)C)cc1 was read as Efflux pump mplx 0.1, Fh CTSL1 inh 3, PP5 primary 3.0, JMJD2C inh 0, PP1 counter 8, PREPL inhibitor 10, HCV core dimer 2, TPT1 inh -4 and LYPLA2 counter 1.
O=C(NC1CCS(=O)(=O)C1)c1cccc(Br)c1 (stereo not given) was read as Efflux pump mplx -0.1, Fh CTSL1 inh 3, PP5 primary -0.2, JMJD2C inh -1, PP1 counter -4, PREPL inhibitor -3, HCV core dimer -3, TPT1 inh 0 and LYPLA2 counter 2.
COC(=O)c1cccc(-n2nnnc2SCC(=O)Nc2nc3c(s2)CCCC3)c1 was read as Efflux pump mplx 1.5*, Fh CTSL1 inh -4, PP5 primary 5.8, JMJD2C inh 4, PP1 counter 3, PREPL inhibitor 12, HCV core dimer 7, TPT1 inh -2 and LYPLA2 counter -1.
COC(=O)C1CCN(C(=O)/C=C/c2ccc(OC)cc2)CC1 was read as Efflux pump mplx 0.0, Fh CTSL1 inh -1, PP5 primary 0.4, JMJD2C inh 28, PP1 counter 5, PREPL inhibitor 4, HCV core dimer 0, TPT1 inh 1 and LYPLA2 counter 1.
`COc1ccc(NC(=O)c2ocnc2C)cc1OC` gave Efflux pump mplx 0.1, Fh CTSL1 inh -1, PP5 primary 2.5, JMJD2C inh 3, PP1 counter -5, PREPL inhibitor 6, HCV core dimer -2, TPT1 inh -3 and LYPLA2 counter 0.
For CCCCN1C(=O)C(=Nc2cccc3cnccc23)c2ccccc21 the results were Efflux pump mplx 0.2, Fh CTSL1 inh 1, PP5 primary 0.7, JMJD2C inh -11, PP1 counter -3, PREPL inhibitor 10, HCV core dimer 8, TPT1 inh 0 and LYPLA2 counter -2.
c1ccc(-c2noc(C3CCC3)n2)nc1 was read as Efflux pump mplx -0.1, Fh CTSL1 inh -2, PP5 primary 2.5, JMJD2C inh -1, PP1 counter -3, PREPL inhibitor 5, HCV core dimer 2, TPT1 inh 1 and LYPLA2 counter -1.
`COc1cc(C(=O)Oc2ccccc2/C=N/NC(=O)c2ccc(Cl)cc2Cl)cc(OC)c1OC` gave Efflux pump mplx -0.1, Fh CTSL1 inh 0, PP5 primary 5.7, JMJD2C inh 1, PP1 counter -2, PREPL inhibitor -5, HCV core dimer 12, TPT1 inh -5 and LYPLA2 counter -6.
For COc1cc(C(C)=O)ccc1OCC(O)CN1CCN(c2cc(C)cc(C)c2)CC1 (stereo not given) the results were Efflux pump mplx 0.0, Fh CTSL1 inh -1, PP5 primary 3.6, JMJD2C inh -2, PP1 counter 0, PREPL inhibitor 3, HCV core dimer 3, TPT1 inh 0 and LYPLA2 counter -1.
`O=C(/C=C/c1cccs1)NC(=S)Nc1ccccc1` gave Efflux pump mplx 0.0, Fh CTSL1 inh 3, PP5 primary 3.4, JMJD2C inh -2, PP1 counter -2, PREPL inhibitor 2, HCV core dimer 5, TPT1 inh 1 and LYPLA2 counter -4.
For Brc1ccccc1-c1nc(-c2ccccc2)no1 the results were Efflux pump mplx 0.1, Fh CTSL1 inh 2, PP5 primary 3.3, JMJD2C inh 4, PP1 counter -2, PREPL inhibitor -3, HCV core dimer 0, TPT1 inh -4 and LYPLA2 counter -2.
Screening CCn1c(=O)cc(SCC(=O)N2CCN(C3CCCCC3)CC2)c2ccccc21 returned Efflux pump mplx 0.1, Fh CTSL1 inh -1, PP5 primary 2.3, JMJD2C inh 140&-3, PP1 counter 30*, PREPL inhibitor -4, HCV core dimer -1, TPT1 inh 0 and LYPLA2 counter 5.
For O=C(c1ccccc1)N1CCCCC(Cl)C1=O (stereo not given) the results were Efflux pump mplx 0.0, Fh CTSL1 inh -3, PP5 primary -6.1, JMJD2C inh 3, PP1 counter 1, PREPL inhibitor -7, HCV core dimer 3, TPT1 inh -3 and LYPLA2 counter -1.
Screening O=C(NCc1ccccn1)c1ccc(CNS(=O)(=O)c2ccc(F)cc2)cc1 returned Efflux pump mplx 0.0, Fh CTSL1 inh -1, PP5 primary -0.9, JMJD2C inh -3, PP1 counter 1, PREPL inhibitor -1, HCV core dimer 10, TPT1 inh -2 and LYPLA2 counter -4.
c1ccc(CN2CN=C(Nc3nc4ccccc4s3)NC2)cc1 was read as Efflux pump mplx 0.0, Fh CTSL1 inh 2, PP5 primary -1.8, JMJD2C inh -3, PP1 counter -1, PREPL inhibitor -7, HCV core dimer -4, TPT1 inh -1 and LYPLA2 counter -6.
For CCCNC(=O)COC(=O)C1CCN(S(=O)(=O)c2ccc3c(c2)OCCO3)CC1 the results were Efflux pump mplx 0.2, Fh CTSL1 inh -7, PP5 primary -0.1, JMJD2C inh 5, PP1 counter -7, PREPL inhibitor 17, HCV core dimer 2, TPT1 inh -2 and LYPLA2 counter -2.
O=C1CN(S(=O)(=O)c2cc(C(=O)O)ccc2Cl)c2ccccc2N1 was read as Efflux pump mplx 0.0, Fh CTSL1 inh -4, PP5 primary -1.2, JMJD2C inh 5, PP1 counter 0, PREPL inhibitor 11, HCV core dimer 7, TPT1 inh 5 and LYPLA2 counter -1.
Screening c1ccc(C[n+]2ccc3ccccc3c2)cc1 returned Efflux pump mplx 0.0, Fh CTSL1 inh 2, PP5 primary 0.8, JMJD2C inh 3, PP1 counter -5, PREPL inhibitor -7, HCV core dimer -1, TPT1 inh -2 and LYPLA2 counter -1.
For Cc1ccc(Nc2c(-c3ccc(N4CCOCC4)cc3)nc3ncccn23)cc1C the results were Efflux pump mplx 0.0, Fh CTSL1 inh 0, PP5 primary 3.9, JMJD2C inh 3, PP1 counter 3, PREPL inhibitor 27, HCV core dimer -10, TPT1 inh 9 and LYPLA2 counter 1.
`NCCCC[C@@H]1NC(=O)c2cc([N+](=O)[O-])cc(I)c2SC[C@@H](C(N)=O)NC(=O)[C@H](CCC(N)=O)NC1=O` gave Efflux pump mplx 0.1, Fh CTSL1 inh 1, PP5 primary 1.5, JMJD2C inh 3, PP1 counter 2, PREPL inhibitor 5, HCV core dimer 3, TPT1 inh -1 and LYPLA2 counter -1.
Screening COc1ccc(S(=O)(=O)N2CCN(C)CC2)c2ccccc12 returned Efflux pump mplx 0.1, Fh CTSL1 inh -2, PP5 primary 1.1, JMJD2C inh 0, PP1 counter -3, PREPL inhibitor -23, HCV core dimer -1, TPT1 inh 1 and LYPLA2 counter -4.
Screening O=C(O)CC(C(=O)Nc1ccc(Cl)cc1Cl)C1CCCO1 (stereo not given) returned Efflux pump mplx 0.1, Fh CTSL1 inh -2, PP5 primary 1.7, JMJD2C inh -10, PP1 counter 0, PREPL inhibitor 1, HCV core dimer 4, TPT1 inh 0 and LYPLA2 counter -5.
Screening Cn1ncc(Br)c1C(=O)Nc1ccc(F)cc1F returned Efflux pump mplx -0.1, Fh CTSL1 inh 1, PP5 primary 3.7, JMJD2C inh 7, PP1 counter -5, PREPL inhibitor -5, HCV core dimer -3, TPT1 inh -2 and LYPLA2 counter 6.
`CC(C)(C)OC(=O)N1CCN(C(=O)Nc2ccc3c(c2)OCCO3)CC1` gave Efflux pump mplx 0.3, Fh CTSL1 inh -2, PP5 primary -0.2, JMJD2C inh -12, PP1 counter -6, PREPL inhibitor 11, HCV core dimer -2, TPT1 inh -1 and LYPLA2 counter 2.
`O=C(NCc1ccccc1)Nc1cccn(Cc2c(F)cccc2Cl)c1=O` gave Efflux pump mplx 0.0, Fh CTSL1 inh 2, PP5 primary -1.7, JMJD2C inh -1, PP1 counter 2, PREPL inhibitor 2, HCV core dimer 11, TPT1 inh 4 and LYPLA2 counter 8.
For Cc1cc(=O)[nH]c(NCc2ccccc2)n1 the results were Efflux pump mplx 0.1, Fh CTSL1 inh -10, PP5 primary -0.1, JMJD2C inh -17, PP1 counter -4, PREPL inhibitor 24, HCV core dimer -9, TPT1 inh 1 and LYPLA2 counter -4.
For CC1CC1C(=O)Nc1ccc(-c2ccccc2)cc1 (stereo not given) the results were Efflux pump mplx 0.0, Fh CTSL1 inh -2, PP5 primary 0.8, JMJD2C inh -12, PP1 counter -6, PREPL inhibitor 0, HCV core dimer 5, TPT1 inh 1 and LYPLA2 counter -8.
For O=C(Nc1ccc(-c2nc3ccccc3[nH]2)cc1)c1cccc(N2C(=O)CCC2=O)c1 the results were Efflux pump mplx -0.2, Fh CTSL1 inh 5, PP5 primary 0.3, JMJD2C inh 8, PP1 counter -2, PREPL inhibitor 0, HCV core dimer -2, TPT1 inh 0 and LYPLA2 counter -9.
CCc1ccc(C(=O)CSc2n[nH]c(-c3ccncc3)n2)cc1 was read as Efflux pump mplx -0.2, Fh CTSL1 inh 2, PP5 primary -0.2, JMJD2C inh 9, PP1 counter -3, PREPL inhibitor 11, HCV core dimer 3, TPT1 inh -1 and LYPLA2 counter 2.
For COc1ccc(Cl)cc1N(CC(=O)Nc1ccccc1SC)S(C)(=O)=O the results were Efflux pump mplx 0.1, Fh CTSL1 inh 1, PP5 primary 0.5, JMJD2C inh 6, PP1 counter 2, PREPL inhibitor 3, HCV core dimer -8, TPT1 inh 3 and LYPLA2 counter -5.
Screening Cc1ccc(C)c(NS(=O)(=O)c2ccc(-c3cnc(C4CC4)o3)cc2)c1 returned Efflux pump mplx 0.1, Fh CTSL1 inh -3, PP5 primary 5.0, JMJD2C inh 12, PP1 counter 6, PREPL inhibitor -5, HCV core dimer -1, TPT1 inh -4 and LYPLA2 counter 4.
`Cn1cc(S(=O)(=O)N2CCCC2)cc1C(=O)NCc1ccccc1` gave Efflux pump mplx -0.1, Fh CTSL1 inh 0, PP5 primary 1.9, JMJD2C inh 12, PP1 counter 0, PREPL inhibitor -9, HCV core dimer -2, TPT1 inh -1 and LYPLA2 counter -3.
`O=C(NCc1ccc(F)cc1)C1CCC(CNS(=O)(=O)c2ccccc2)CC1` (stereo not given) gave Efflux pump mplx 0.0, Fh CTSL1 inh 3, PP5 primary -0.9, JMJD2C inh 1, PP1 counter -5, PREPL inhibitor 14, HCV core dimer -1, TPT1 inh -5 and LYPLA2 counter 10.
`O=S(=O)(Nc1nc2ccccc2nc1Cl)c1ccc(Br)cc1` gave Efflux pump mplx -0.1, Fh CTSL1 inh 5, PP5 primary 0.7, JMJD2C inh 7, PP1 counter 4, PREPL inhibitor 0, HCV core dimer 19, TPT1 inh 1 and LYPLA2 counter -7.
For CCn1cc(-c2cc(C(=O)O)c3ccccc3n2)c(C)n1 the results were Efflux pump mplx 0.2, Fh CTSL1 inh -2, PP5 primary 0.9, JMJD2C inh 0, PP1 counter -4, PREPL inhibitor -2, HCV core dimer -2, TPT1 inh 2 and LYPLA2 counter -2.

These rows are one share of the data; the hit share may differ from the screen's.
